Screening data from PubChem BioAssay.
Hsp70 act: Hsp70 transcriptional activators, primary screen, cell-based, HeLa, Hsp70 promoter luciferase, luminescence, 10 µM; activation, % at 10 µM; HeLa Hsp70 promoter luciferase reporter; scaled: vehicle 0, proteasome-inhibitor control 100%; 0.04% of 200,000 active;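 active = activation above the mean across all tested compounds plus 3 SD, cutoff set per campaign, cut at about 5.5% in these data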;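 also: 100% = MG132 at 30 µM as the positive control and 0% = DMSO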
PMI act hi M6P: human PMI activators, high substrate, primary screen, biochemical, fluorescence intensity, near-saturating mannose 6-phosphate | Mannose-6-phosphate isomerase (Homo sapiens), P34949 | coupled PMI enzyme assay, resazurin fluorescence, 20 min; stronger effect = higher value; 1 = untreated enzyme, 0 = substrate-free blank | activation factor at 20 µM | 0.34% of 190,000 active | AID 1216, 2008;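 active = activation factor of 2 or more at 20 µM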
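Test system: human phosphomannose isomerase with PGI, G6PDH, diaphorase coupling enzymes / Doses: 20 µM compound, 1% DMSO / Times: enzyme reaction with compound 20 min at room temperature / Measured by: Diaphorase-driven resazurin-to-resorufin fluorescence, excitation 544, emission 590 nm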
PMI activator: activators of human PMI, primary screen, biochemical, fluorescence intensity, near-Km mannose 6-phosphate | Mannose-6-phosphate isomerase (Homo sapiens), P34949 | purified human PMI, coupled resazurin fluorescence, 20 min; stronger effect = higher value; 1 = vehicle control, 0 substrate-free wells | activation factor at 20 µM | 0.005% of 190,000 active;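 active = activation factor of 2 or more at 20 µM, relative to plate controls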
DTT redox prof: compounds producing H2O2 with reducing agent – biochemical, NIH compound library profiling, artefact control for MLSCN library redox annotation, primary screen | 0.03% of 200,000 active | activation, % at 10 µM | DTT-dependent redox cycling H2O2, phenol red/HRP absorbance; 100% = 100 µM peroxide control, 0% = buffer;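 active = activation of at least 50% relative to the plate's high and low controls in the primary single-dose screen; inactive = activation below 50%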;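 also: compound incubated with DTT at 0.8 mM final as the reducing agent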
L major viab: Leishmania major promastigote growth inhibition, primary screen | Leishmania major promastigotes, resazurin fluorescence viability | inhibition, % at 10 µM | 9% of 200,000 active | AID 1063, 2008;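 also: promastigotes grown with compound for 44 hours at 28 °C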
Diaph act CS: compounds boosting diaphorase resazurin reduction – biochemical, uHTS, resorufin fluorescence, counter-screen for diaphorase-coupled primary assays, primary screen. Diaphorase/resazurin coupled assay, 16 min; stronger effect = higher value; 1 = vehicle wells, 0 = NADH-free wells. activation factor at 20 µM. 0.005% of 190,000 active;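 active = diaphorase activity raised at least twofold by the compound at 20 µM; inactive = activation factor below 2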
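Assay system: Purified diaphorase enzyme from Clostridium kluyveri | Amount: Enzyme 0.07 U/mL final | Dosing: Compound 20 µM once, DMSO 1% | Timing: 16 min reaction at room temperature | Detection: Fluorescence, excitation 544 nm and emission 590 nm | Evaluation: Higher resorufin formation from activation or reduction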
G6PDH CS: L. mesenteroides G6PDH inhibitors, counter-screen for G6PDH-coupled screening assays, biochemical, Leuconostoc mesenteroides enzyme; inhibition, % at 5 µM; glucose-6-phosphate dehydrogenase [Leuconostoc mesenteroides]; AID 1020, 2008; 0.12% of 200,000 active; Purified L. mesenteroides G6PDH, diaphorase/resazurin coupled fluorescence, 45 min
S1P3 antagonist: S1P3 receptor antagonists, primary screen, cell-based | Sphingosine 1-phosphate receptor 3 (Homo sapiens), Q99500 | inhibition, % at 4.98 µM | CHO S1P3 NFAT-BLA reporter, FRET fluorescence, antagonist mode | 0.27% of 170,000 active;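 active = inhibition above the plate cutoff, the mean inhibition of test wells on that plate plus 3 SD, cut at about 28% in these data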;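 also: cells challenged with S1P at its EC80 of 0.8 µM; blue over green emission ratio from cleaved BLA substrate after 4 h stimulation; 0% = S1P-stimulated wells and 100% = unstimulated DMSO-only wells; some compounds past the cut are filed as inactive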
Diaphorase inh: diaphorase inhibitors and chemical oxidizers, primary screen, counter-screen for diaphorase-coupled primary assays, biochemical, uHTS, resorufin fluorescence; diaphorase resazurin-to-resorufin fluorescence, NADH, 16 min; bacterial (C. kluyveri) enzyme, not human; inhibition, % at 20 µM; 0.69% of 190,000 active;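 active = primary screen inhibition at 20 µM above a set limit, cut at about 50% in these data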;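 also: plate controls were DMSO with full reaction for no effect and wells lacking NADH for full effect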
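material = Clostridium kluyveri diaphorase enzyme | amount = 0.14 U/mL diaphorase, enzyme working solution | schedule = incubation 16 min, room temperature | detection = fluorescence of resorufin formed from resazurin, Ex 544/Em 590 nm | benchmarks = positive control minus NADH, DMSO neutral control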
RAM network inh: inhibitors of the yeast RAM network, primary screen, dse1pr::URA3 reporter, 5-FOA selection; S. cerevisiae dse1pr::URA3 reporter, 5-FOA growth OD615, 2 d; analog-sensitive cbk1-as2 kinase mutant strain; inhibition, % at 50 µM; 1.8% of 190,000 active; AID 868, 2007;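 active = inhibition above a set limit, 3 SD over mean compound inhibition, cut at about 8.4% in these data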;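 also: 0% = DMSO-only wells with no growth and 100% = 10 µM 1-NA-PP1 full growth; inhibition rescues growth on 5-FOA so higher OD means more RAM inhibition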
TLR4-MyD88 BLA: inhibitors of TLR4-MyD88 association in cells, primary screen, cell-based, HeLa CL3-4, BLA complementation, FRET ratio. AID 861, 2007. Toll-like receptor 4 (Homo sapiens) + Myeloid differentiation primary response protein …. inhibition, % at 8.4 µM. 0.18% of 200,000 active. HeLa CL3-4 TLR4/MyD88 BLA complementation; in the data active = inhibition above about 25%;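 also: 0% = vehicle and 100% = reference inhibitor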
Target sequence (O00206 whole entry, looked up): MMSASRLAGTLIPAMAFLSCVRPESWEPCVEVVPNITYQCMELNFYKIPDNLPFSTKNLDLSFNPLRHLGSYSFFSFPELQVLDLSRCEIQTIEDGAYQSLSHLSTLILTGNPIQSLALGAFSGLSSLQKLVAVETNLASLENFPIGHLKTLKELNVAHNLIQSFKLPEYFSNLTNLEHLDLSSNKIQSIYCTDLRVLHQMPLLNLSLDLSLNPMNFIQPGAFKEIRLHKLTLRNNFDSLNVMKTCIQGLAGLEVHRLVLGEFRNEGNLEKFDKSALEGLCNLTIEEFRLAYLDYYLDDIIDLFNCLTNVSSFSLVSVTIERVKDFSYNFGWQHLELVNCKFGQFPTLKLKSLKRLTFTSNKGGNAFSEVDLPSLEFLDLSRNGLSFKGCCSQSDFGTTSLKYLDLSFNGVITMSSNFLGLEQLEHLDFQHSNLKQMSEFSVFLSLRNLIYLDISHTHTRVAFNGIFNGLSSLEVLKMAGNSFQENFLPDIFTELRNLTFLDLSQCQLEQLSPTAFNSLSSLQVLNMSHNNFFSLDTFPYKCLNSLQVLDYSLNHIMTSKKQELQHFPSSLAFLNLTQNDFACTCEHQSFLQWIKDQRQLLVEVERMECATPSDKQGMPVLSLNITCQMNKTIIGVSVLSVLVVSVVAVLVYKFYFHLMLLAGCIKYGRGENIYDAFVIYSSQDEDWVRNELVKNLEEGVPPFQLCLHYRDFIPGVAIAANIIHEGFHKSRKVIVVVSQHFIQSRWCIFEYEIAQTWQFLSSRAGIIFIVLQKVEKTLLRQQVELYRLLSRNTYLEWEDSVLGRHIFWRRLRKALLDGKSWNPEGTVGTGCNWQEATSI
Target sequence (Q99836 whole entry, looked up): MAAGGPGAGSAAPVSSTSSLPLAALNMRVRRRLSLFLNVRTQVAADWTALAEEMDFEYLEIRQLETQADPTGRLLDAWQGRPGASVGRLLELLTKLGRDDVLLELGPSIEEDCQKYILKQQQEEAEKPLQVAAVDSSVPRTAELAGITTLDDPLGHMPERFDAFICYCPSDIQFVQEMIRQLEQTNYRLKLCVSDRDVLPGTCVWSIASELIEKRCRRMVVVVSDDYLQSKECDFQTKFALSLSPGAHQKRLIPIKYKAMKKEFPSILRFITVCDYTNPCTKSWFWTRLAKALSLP
* hit, by the source's call; / = no result given. Rule as the data show it, unless noted: active = inhibition above about 50%; inactive = the rest.

SMILES	Hsp70 act	PMI act hi M6P	PMI activator	DTT redox prof	L major viab	Diaph act CS	G6PDH CS	S1P3 antagonist	Diaphorase inh	RAM network inh	TLR4-MyD88 BLA
O=C(O)c1ccc(Nc2ncc([N+](=O)[O-])cc2[N+](=O)[O-])cc1	0.1	0.9	1.1	-0.2	18	0.9	-7	-1	12	2.6	-12
COc1ccc(C2=NOC3(CC(=O)N(c4ccc(C)cc4)C3=O)C2)c(OC)c1 (stereo unspecified)	-0.2	0.9	1	0.1	-5	0.8	2	-15	17	5.8	3
CC1CC(C)CN(S(=O)(=O)N2CCC(C(=O)NCCC3=CCCCC3)CC2)C1 (stereo unspecified)	-0.3	1.1	1.1	0.3	12	1	8	-16	-3	3.9	4
O=c1c(Cl)c(N2CCNCC2)cnn1C12CC3CC(CC(C3)C1)C2	0.0	1	1.1	0.1	-6	1	12	-5	4	-0.2	4
COc1cc(NC(=O)CCn2c(=O)[nH]c3ccsc3c2=O)cc(OC)c1	-0.3	0.8	1	0.3	0	0.9	10	18	6	1.9	2
COc1ccc(-c2nc(N)n(C(=O)c3ccc(C)cc3)n2)cc1	-0.5	1.1	1	-0.4	2	0.9	9	-12	9	1.3	-1
CCN(CC)CCN1CCn2c3c(c4cc(C)ccc42)CCCC31 (stereo unspecified)	-0.2	1.2	1.3	-0.4	100*	0.8	-2	9	18	0.9	9
CC(=O)NC1=NC(=O)C(C)S1 (stereo unspecified)	-0.1	1	0.9	1.3	-8	0.9	3	/	10	3.3	-14
Cc1cc(N(CC(=O)NC2CC2)S(C)(=O)=O)ccc1Br	-0.2	0.5	0.9	-0.4	11	0.8	6	-2	15	0.0	-2
CCOC(=O)c1c(-c2ccccc2)csc1NC(=O)c1cccc(N2C(=O)CCC2=O)c1	-0.1	1	1	-2.9	-1	0.8	17	/	16	4.3	-8
COC(=O)[C@H](Cc1ccccc1)NC(=O)NCCC1=CCCCC1	-0.1	1	1	0.2	9	0.9	-4	/	9	0.5	-3
Cc1cc(F)ccc1NCc1ccccc1[N+](=O)[O-]	-0.1	0.3	0.6	-0.7	13	0.6	1	-6	35	1.4	-3

Already shown: an excerpt of the list.
SMILES	Hsp70 act	PMI act hi M6P	PMI activator	DTT redox prof	L major viab	Diaph act CS	G6PDH CS	S1P3 antagonist	Diaphorase inh	RAM network inh	TLR4-MyD88 BLA
O=C(O)c1ccc(Nc2ncc([N+](=O)[O-])cc2[N+](=O)[O-])cc1	0.1	0.9	1.1	-0.2	18	0.9	-7	-1	12	2.6	-12
COc1ccc(C2=NOC3(CC(=O)N(c4ccc(C)cc4)C3=O)C2)c(OC)c1 (stereo unspecified)	-0.2	0.9	1	0.1	-5	0.8	2	-15	17	5.8	3
CC1CC(C)CN(S(=O)(=O)N2CCC(C(=O)NCCC3=CCCCC3)CC2)C1 (stereo unspecified)	-0.3	1.1	1.1	0.3	12	1	8	-16	-3	3.9	4
O=c1c(Cl)c(N2CCNCC2)cnn1C12CC3CC(CC(C3)C1)C2	0.0	1	1.1	0.1	-6	1	12	-5	4	-0.2	4

Next section
SMILES	Hsp70 act	PMI act hi M6P	PMI activator	DTT redox prof	L major viab	Diaph act CS	G6PDH CS	S1P3 antagonist	Diaphorase inh	RAM network inh	TLR4-MyD88 BLA
O=C(Nc1nccs1)C1CCN(S(=O)(=O)c2cnc[nH]2)CC1	0.0	0.9	0.9	-3.3	-7	1	4	-26	2	0.7	4
CC(C)N(C(=O)CO/N=C/c1cccc([N+](=O)[O-])c1)C(C)C	0.2	0.9	1	-0.4	5	0.9	11	6	8	-0.7	5
NS(=O)(=O)c1ccc(CCNC(=O)[C@@H]2CCCN2S(=O)(=O)c2ccccc2F)cc1	0.1	1	1	-0.9	-2	1	3	/	3	1.6	-3
C=CCn1cc(C(=O)OCC)c(=O)c2ccc(F)cc21	0.2	1.1	1	-0.6	2	1.2	-2	6	-19	1.0	-23
CSCCC(NS(=O)(=O)c1ccc(Cl)cc1)C(=O)OCC(=O)N(C(C)C)C(C)C (stereo unspecified)	-0.2	1.1	1	0.0	5	1	7	/	2	1.2	8
c1ccc(-c2ccc(-c3nc(-c4ccncc4)no3)cc2)cc1	0.1	1	1	-1.2	-7	0.9	-2	-18	8	2.1	2
CC1CCN(C(=O)C2CCN(S(=O)(=O)c3cccnc3)CC2)CC1	-0.1	1	1	0.4	-4	0.8	-2	/	18	-0.2	6
CC(=O)NC(c1ccccc1)c1c(O)ccc2ccccc12 (stereo unspecified)	-0.3	/	/	0.6	37	/	13	-12	/	0.7	7
CCc1c(C)sc(NC(=O)c2cccs2)c1C(=O)OC(C)C	0.3	1.1	1	-0.1	28	0.8	-5	3	23	5.3	-4
COc1ccc2c(c1)C=C(C(=O)OCc1cccnc1)CO2	-0.3	0.9	0.9	-2.0	12	1	6	-15	4	0.1	-10
Cc1cccnc1Nc1nc(-c2ccc(O)c(O)c2)cs1	0.1	0.5	0.5	-0.4	58*	0.5	18	/	48	1.9	-15
CS(=O)(=O)Nc1ccc(C(=O)Nc2ccc3c(c2)OCCO3)cc1	-0.1	1	0.9	0.6	-3	0.8	-2	/	18	1.1	2
COC(=O)c1nnn(CC(=O)NC(=O)Nc2cccc(Cl)c2C)c1C(=O)OC	-0.3	1	1	-0.3	6	0.9	2	-12	8	1.0	-9
CN(C)c1ccc(C(CNC(=O)c2ccc(C#N)cc2)c2c[nH]c3ccccc23)cc1 (stereo unspecified)	-0.1	0.9	0.8	-0.1	24	0.8	-8	-3	24	1.3	7
CC(=O)N(C1=C(N)C(=O)c2ccccc2C1=O)C(C)C	-0.1	0.5	1	-2.1	39	0.9	42	13	14	1.1	2
Brc1ccc(C2=Nn3c(nnc3-c3ccncc3)SC2)cc1	-0.4	/	/	-3.8	-4	/	/	31	/	/	4
CC(Oc1ccc(F)cc1)C(=O)NN (stereo unspecified)	-0.4	1	1	0.1	-2	1	5	7	4	1.3	4
O=C1CN(C(=O)COc2ccccc2F)c2ccccc2N1	-0.3	1.1	1.2	-0.5	2	1.1	2	-12	-6	1.1	-15
O=C(CN1CCCC1)N/N=C/c1ccc(-c2cccc(Cl)c2)o1	0.1	0.8	0.9	-8.2	100*	1.1	3	/	-7	0.4	-4
Cn1cnc([N+](=O)[O-])c1Nc1ccc(O)cc1	-0.2	0.7	0.9	-6.8	-3	0.9	6	/	5	0.8	-14
Cc1ccc(-n2nnnc2SCC(=O)NC(C(=O)O)(c2ccccc2)c2ccccc2)cc1C	-0.1	1.1	1.3	-0.5	1	1	8	-19	-2	5.7	0
O=C(O)c1ccc(N2CCOCC2)c(N2C(=O)C3C4C=CC(C4)C3C2=O)c1 (stereo unspecified)	-0.3	1	1	-0.5	-3	0.9	14	-18	7	0.3	6
O=C(CC1C(=O)N(Cc2ccccc2)C(=S)N1CCN1CCOCC1)Nc1ccc(F)cc1 (stereo unspecified)	0.1	1	1	-0.6	47	1	8	1	-1	-0.7	-1
CC1(c2ccccc2)CC2CC(c3ccccc3)N1O2 (stereo unspecified)	-0.2	1.1	1	-15	3	1.1	2	/	-6	0.0	4
O=C(COC(=O)c1cccnc1Cl)NCCC1=CCCCC1	0.1	0.9	0.9	-0.2	-4	0.9	2	-15	14	2.2	-10
COc1cc(OC)c(NC(=S)NCc2ccccc2)cc1Cl	0.2	0.9	0.9	0.7	-1	0.9	2	-5	10	2.8	-17
CC(=O)c1cnc2c(-c3ccc(Cl)cc3)c(C)nn2c1C	-0.1	1	1	1.7	-7	1	4	/	1	1.6	-4
O=C(CSCc1cccs1)N1CCCC1	-0.1	0.9	0.9	-0.4	-5	0.9	7	9	12	1.5	0
CCN(CC)C(=O)CSc1nc2cc3c(cc2c(=O)n1Cc1ccc(OC)cc1)OCO3	-0.2	1.1	1	-0.5	9	1.1	3	10	-13	0.5	2
COc1ccc(NC(=O)c2ccc(-n3cncn3)c([N+](=O)[O-])c2)cc1	-0.1	1	1	-0.8	-2	1.2	6	21	-16	2.6	11
C=CCn1cnc2c(c1=O)c1nc3ccccc3nc1n2/N=C/c1cccc(OC)c1	/	1.1	1.1	/	/	1	4	-21	-1	/	/
Cc1ccccc1N=C(NOCc1ccc(Cl)cc1Cl)c1nonc1N	0.7	1.1	1	-0.1	13	1	-4	/	-1	6.9	-13
O=C(c1ccc2ccccc2n1)N1CCN(c2ccccc2Cl)CC1	-0.1	0.9	1	-0.7	-4	0.8	-1	-14	17	0.6	-7
N#CC1=C(N)Oc2n[nH]c(-c3ccccc3)c2C1c1ccncc1 (stereo unspecified)	0.3	0.9	0.9	-0.2	0	0.7	3	-19	27	1.9	-10
S=C(NCCc1ccccc1)NCCc1ccccc1	-0.2	1	0.9	0.1	1	0.7	2	8	25	0.1	-6
COC(=O)CNC(=O)CSc1nnc(-c2ccc(OC)cc2)n1CC(C)C	-0.1	1.1	1	0.3	-3	0.9	4	/	8	1.2	-6
CCS(=O)(=O)c1nn2c(N)c(/C=C3/C=CC(=O)C(OC)=C3)c(=O)nc2s1	-0.3	1.1	1.1	-0.1	-5	0.9	-16	-12	10	1.4	-10
COc1cccc(Nc2nnc(SCC(=O)N(CC(C)C)CC(C)C)s2)c1	0.0	0.8	0.8	-3.1	99*	0.7	-1	/	27	7.5	-3
C=CCN1C(=O)S/C(=C/c2ccc(Sc3nc4ccccc4[nH]3)o2)C1=O	-0.7	0.9	0.6	-0.1	41	0.8	7	10	19	3.0	-6
CC(=O)N1CCN2C(=O)C1CCCC(=O)c1cc(C(C)C)ccc12 (stereo unspecified)	0.2	1.1	1.1	0.5	0	1	8	/	4	0.6	5
